F508del corr: CFTR F508del correction in bronchial cells | CFBE cells, YFP halide quenching; stimulated with forskolin plus potentiator P3; % fluorescence drop versus neutral controls | activity (quench increase), % at 7.58 µM | 350,000 compounds, 0.36% hits | AID 720511;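 active = mean added fluorescence quench of at least 8% versus neutral control, with both replicates also reaching 8%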;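 also: cells transiently co-express mutant CFTR-F508del with the halide-sensitive YFP; corrector assay measuring rescue of mutant channel to the surface after 24 h compound exposure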
FN deposition inh: fibronectin deposition inhibition; inhibition, % at 12.6 µM; AH1F fibroblasts, Alexa488-fibronectin deposition fluorescence, overnight; 350,000 compounds, 0.086% hits;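 active = mean inhibition across replicates of 30% or more, regardless of how many single replicates reach that level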;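 also: positive control wells lacked labelled fibronectin entirely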
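test system = AH1F fibroblasts assembling fluorescent fibronectin matrix | quantity = 10000 AH1F cells per well | buffer or medium = DMEM plus 2% serum, read in PBS | doses = single dose, pinned | incubation = 1 h cell attachment, overnight exposure to compound and label | detection = fluorescence at 485 nm excitation, 525 nm emission | read-out basis = inhibition from reduced deposited-fibronectin fluorescence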
Cneo AK release: causes C. neoformans cell lysis. adenylate kinase release luminescence, 4 h; normalised: neutral wells 0, clomiphene wells 100. lysis activity, % at 15 µM. 360,000 compounds, 0.2% hits;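 active = mean lysis activity across replicates of at least 80%, whatever share of replicates individually reach that level; inactive = mean lysis activity below 80%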
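read-out = cell lysis signal | test system = log-phase Cryptococcus neoformans yeast cells | input = cells at 5 × 10^6 per mL | medium = fresh YPD growth medium | signal = luminescent adenylate kinase detection reagent | timing = 4 h at 37 °C static, read 1 h later | dosing = single dose | controls = Clomiphene as positive lysis control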
PGC1a acetyl inh: PGC1a acetylation modulation, inhibitor mode; U2OS PGC1a acetylation, AlphaScreen anti-acetyl-lysine; with virally co-expressed GCN5 acetyltransferase; inhibition, % at 15.6 µM; 350,000 compounds, 0.17% hits;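 active = every replicate shows inhibition of at least 40%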;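 also: 0% = neutral control wells and 100% = positive control wells; some results beyond the cut were filed as inactive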
Statin myotox sup: suppression of simvastatin myotoxicity | C2C12 myotubes + simvastatin, ATP luminescence, 48 h; scaled: DMSO 0, geranylgeraniol control 100 | rescue of ATP level, % at 7.49 µM | 330,000 compounds, 0.78% hits;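 active = mean ATP rescue above about 67%, or every replicate alone reaching that limit, limit read from the data, passing the limit was not always enough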;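 also: myotubes were challenged with 10 µM simvastatin during compound exposure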
PglD DTNB: inhibitors of Campylobacter jejuni PglD acetyltransferase; inhibition, % at 12.5 µM; purified PglD enzyme, DTNB colorimetric CoA detection; 360,000 compounds, 0.098% hits; in the data active = inhibition above about 16%, passing the limit was not always enough; also: strong numbers were not always called active
miR-122 sensor: inhibitors of miR-122 in Huh7 cells; Huh7 miR-122 Renilla luciferase sensor, 48 h; neutral wells = 0, positive control = 100; activation (reporter increase), % at 12.5 µM; 340,000 compounds, 0.3% hits;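 active = mean replicate activation score at least 90 and every replicate individually at or above 90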;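 also: higher luciferase means less miR-122 activity so hits act as miR-122 inhibitors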
GSIS activator: GLuc luminescence reporter in INS-1E cells, primary screen for activators of glucose-dependent secretion of insulin; INS-1E GLuc reporter insulin secretion, 2-3 h; activation, % at 16.6 µM; 370,000 compounds, 0.61% hits;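 active = lowest replicate activation of at least 40%, so every replicate reaches that level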;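 also: 0% = median of neutral control wells and 100% = median of IBMX positive control wells; some compounds called inactive have numbers as strong as hits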
Numbers without * were called inactive; nt = not tested or not shown; [ ] = another dose, or the depositor's remark.

SMILES | F508del corr | FN deposition inh | Cneo AK release | PGC1a acetyl inh | Statin myotox sup | PglD DTNB | miR-122 sensor | GSIS activator
COc1ccc(S(=O)(=O)NNC(=O)Nc2ccc(F)cc2)cc1 | 1.7 | 9 | -1 | -49 | nt | 6 | -3 | nt
COc1cccc(-c2cnc3c(c2)C(=O)N([C@H](C)CO)C[C@H](C)[C@H](CN(C)C(=O)NC2CCCCC2)O3)c1 | -0.2 | 9 | -3 | -7 | 39 | -1 | -1[16.7 µM] | -12
O=C(NCc1cccc(OC(F)(F)F)c1)c1ccc2c(c1)S(=O)(=O)c1cc(Cl)ccc1C2=O | 0.7 | -12 | 0 | 3 | 6 | -1 | -1 | 7
N#CCCN(C(=O)COC(=O)CCc1nc2ccccc2c(=O)[nH]1)c1ccccc1F | 0.3 | -2 | -2 | -7 | 5 | -1 | 1 | 5
C=CCn1c(=N)c(C(=O)NCCCOC)cc2c(=O)n3cc(C)ccc3nc21 | nt | -5 | nt | -4 | -4 | 1 | -8 | nt
COc1ccc(CNC(=O)COC(=O)CCS(=O)(=O)c2ccc(C)cc2)cc1OC | -1.2 | 6 | nt | nt | -5 | nt | nt | 45*
C[C@@H]1CN([C@@H](C)CO)C(=O)c2cc(-c3cccc(F)c3)cnc2O[C@H]1CN(C)C(=O)C1CC1 | -3.3 | nt | nt | -9 | -18 | nt | 3[16.7 µM] | -7
CCCNC(=O)C(=O)NCC(c1ccc2c(c1)OCO2)N1CCN(c2ccc(F)cc2)CC1 (stereo unspecified) | 0.7 | 4 | -1 | -4 | 2 | -1 | 7 | 5
N#C[C@H]1[C@@H](c2ccccc2-c2cccc(F)c2)[C@H](CO)N1C(=O)C1CCC1 | 0.8 | -8 | nt | 5 | nt | nt | nt | -19
C[C@H]1CCCCO[C@H](CN(C)Cc2ccc(C(F)(F)F)cc2)[C@@H](C)CN([C@@H](C)CO)C(=O)c2cc(NS(=O)(=O)c3ccc(F)cc3)ccc2O1 | 1.6 | -1 | 2 | 13 | nt | 3 | -2[16.7 µM] | -16
C[C@@H]1CN([C@H](C)CO)C(=O)c2cc(C3=CCCCC3)cnc2O[C@H]1CN(C)C(=O)Cc1ccccc1 | -2.9 | nt | -1 | 4 | -19 | 6 | 8[16.7 µM] | -28
COc1ccc(N=C2NC(=O)S/C2=C\c2ccc(N(C)C)cc2)cc1 | nt | 3 | -1 | 2 | nt | 7 | 13 | nt
CCOC(=O)C(NS(=O)(=O)c1ccccc1)(C(F)(F)F)P(=O)(OCC(C)C)OCC(C)C (stereo unspecified) | nt | nt | 1 | nt | 4 | 3 | nt | 6
CCOc1cc(C2CC(=O)NC(SCC)=C2C#N)ccc1O (stereo unspecified) | 0.8 | 3 | 1 | -17 | -8 | 2 | -2 | nt
Cc1cc(S(=O)(=O)NCCN2CCOCC2)c(C)s1 | nt | nt | 1 | -2 | -7 | -1 | 34 | nt
Cc1nnc2n(-c3ccccc3)c(=O)c3ccccc3n12 | 0.3 | 3 | 3 | -1 | -3 | -3 | -3 | 4
O=C(NC1CCNCC1)C1CCCCC1 | nt | 2 | 1 | nt | -5 | 4 | nt | 5
COc1ccc(S(=O)(=O)N2C3CCC2CC(NC(=O)C2CC2)C3)cc1 (stereo unspecified) | nt | nt | 0 | -2 | -10 | 3 | -13 | 8
COc1ccc(CCN(C)C(=O)C2CCN(Cc3ccc(C)cc3)CC2)cc1OC | 0.4 | 7 | nt | -10 | nt | nt | nt | 13
CCNC(=O)C[C@@H]1CC[C@@H]2[C@H](COc3ccc(NS(=O)(=O)c4ccccc4C)cc3C(=O)N2C)O1 | -0.1 | -13 | 1 | 5 | 12 | -1 | 4[16.7 µM] | 3
O=C(NC1CCCN(Cc2ccc(Cl)cc2)C1)c1ccoc1 (stereo unspecified) | -0.2 | nt | 0 | -1 | 6 | 5 | -4 | -14
CNC[C@H]1Oc2ccc(N(C)C)cc2C(=O)N([C@@H](C)CO)C[C@@H]1C | -1.1 | -3 | 2 | 0 | -27 | 1 | -1[16.7 µM] | 8
CO[C@H]1CC[C@@H]2CCOc3c(C#N)cccc3C(=O)N(C)[C@H](C)C(=O)N(C)C[C@H]1O2 | 0.0 | 5 | 8 | -7 | 1 | 5 | nt | -12
C[C@H](CO)N1C[C@H](C)[C@H](CN(C)Cc2ccccc2)OCc2ccccc2-c2c(n(C)c3ccccc23)C1=O | -1.3 | -3 | nt | -14 | nt | nt | nt | -19
CC(=O)OC(C(=O)Nc1ccccc1)C(C)S(=O)(=O)c1ccccc1 (stereo unspecified) | nt | nt | 1 | 13 | 19 | 6 | 59 | -4
The list continues.
SMILES | F508del corr | FN deposition inh | Cneo AK release | PGC1a acetyl inh | Statin myotox sup | PglD DTNB | miR-122 sensor | GSIS activator
C[C@@H]1CN([C@@H](C)CO)C(=O)c2cccc(NS(=O)(=O)c3ccc(F)cc3)c2O[C@@H]1CN(C)S(=O)(=O)c1cn(C)cn1 | -0.4 | nt | -2 | -5 | -3 | 1 | 3[16.7 µM] | 9
O=S(=O)(NCc1nnc2c(C(F)(F)F)cc(Cl)cn12)c1ccccc1 | -0.5 | 10 | 1 | -8 | 11 | -2 | 7 | -1
CC(C)NC(=O)CN(C(=O)CCC(=O)Nc1nccs1)c1ccc(C(C)C)cc1 | 2.9 | 8 | -3 | 38 | -26 | 9 | 0 | nt
Cc1cccc(N2CCN(C(=S)NCc3ccco3)CC2)c1C | nt | -4 | 7 | -14 | nt | 3 | -6 | -26
CC(C)c1csc(CN2CCN(Cc3ccc(F)cc3)C(CCO)C2)n1 (stereo unspecified) | nt | nt | 9 | 8 | -3 | 2 | 1 | -11
NC(=O)Cn1cc(/C=N\NS(=O)(=O)c2ccc(Cl)cc2)c2ccccc21 | -0.6 | 1 | 4 | -3 | 18 | -4 | 128* | 25
O=C(NCCN1CCOCC1)c1cc(-c2cccc(Cl)c2)on1 | -0.5 | 2 | 0 | 6 | -2 | nt | -7 | -16
NCC[C@H]1CC[C@H](NC(=O)Nc2ccc(F)cc2)[C@@H](CO)O1 | 0.9 | -9 | 52 | -6 | 7 | -3 | nt | 3
C[C@@H]1CN([C@H](C)CO)C(=O)Cc2cc(NC(=O)Nc3ccc(C(F)(F)F)cc3)ccc2O[C@H]1CN(C)C(=O)Nc1ccccc1 | 5.1 | nt | 57 | 3 | 28 | 2 | -2[16.7 µM] | -11
O=C(C1CCC1)N1CC[C@@H]2[C@H](CO)Nc3ccc(C#Cc4ccc(F)cc4)cc3[C@@H]21 | -0.4 | -21 | nt | -10 | nt | nt | nt | 11
COc1ccc(C(C)C)cc1S(=O)(=O)N1CCN(c2ccccc2)CC1 | -3.8 | 0 | nt | -17 | nt | nt | 10 | 2
CO[C@@H]1CN(C)C(=O)c2ccc(NC(=O)C3CCOCC3)cc2OC[C@H](C)N(Cc2cccnc2)C[C@@H]1C | 0.0 | -1 | -1 | 0 | 6 | -2 | nt | -1
C[C@@H]1CN([C@H](C)CO)C(=O)Cc2cc(NC(=O)Nc3ccc(C(F)(F)F)cc3)ccc2O[C@H]1CN(C)Cc1ccc(C(=O)O)cc1 | -0.8 | nt | 1 | 7 | -7 | 0 | -6[16.7 µM] | 15
Cn1nc(C(=O)NNC(=O)C(CCC(N)=O)NS(=O)(=O)c2ccc(Cl)cc2)c2ccccc2c1=O (stereo unspecified) | 3.1 | -2 | 0 | -6 | -5 | 3 | 7 | -21
COc1ccc(C(C(=O)NC2CCCCC2)N(C(=O)c2sc(C)nc2C)c2ccc(OC)cc2)cc1 (stereo unspecified) | -0.1 | nt | 1 | -5 | -16 | 0 | 2 | 17
Clc1cccc(Cl)c1CON/C=N/c1ncnc2sccc12 | nt | nt | 1 | -2 | 5 | -7 | -5 | nt
c1ccc(Cn2cc(CN3CCCO3)c(-c3ccc4c(c3)OCO4)n2)cc1 | 2.2 | -14 | 2 | 5 | 24 | -8 | 2 | nt
CCOc1ccc2nc(NC(=O)CN3C(=O)C4CCCCC4C3=O)sc2c1 (stereo unspecified) | 0.4 | -2 | -5 | nt | -16 | 0 | -2 | -18
O=C(NS(=O)(=O)c1ccccc1)c1ccccc1 | nt | 6 | -1 | nt | 3 | -1 | -14 | nt
CC(C)NC(=O)N(C)C[C@H]1Oc2ccc(NC(=O)CCCN(C)C)cc2C(=O)N([C@@H](C)CO)C[C@H]1C | 1.2 | nt | 55 | 0 | 2 | 7 | 5[16.7 µM] | 27
CCOc1ccc(/C=C/C(=O)N(C)CC(=O)Nc2cccc(F)c2)cc1OCC | -5.3 | nt | -2 | 25 | 6 | 3 | nt | 24
C[C@H](CO)N1C[C@H](C)[C@H](CN(C)C)Oc2ncc(C#CC3CC3)cc2C1=O | 0.2 | -1 | -5 | -6 | 5 | 1 | -4[16.7 µM] | 14
CCCCSc1nc2sc3c(c2c(=O)n1-c1ccc(OC)cc1)CCN(C)C3 | -3.8 | -9 | -2 | nt | -87 | -3 | -7 | -3
CCCNC(=O)[C@H]1[C@H](CO)[C@H]2Cn3c(ccc(-c4ccncc4)c3=O)[C@@H]1N2Cc1ccccc1F | nt | nt | -3 | nt | 8 | 2 | nt | 4
C=CCn1c(SCC(=O)NCC2CCCO2)nnc1C1CCCCC1 (stereo unspecified) | nt | 4 | 0 | -6 | -4 | 1 | -6 | nt
Next compounds
SMILES | F508del corr | FN deposition inh | Cneo AK release | PGC1a acetyl inh | Statin myotox sup | PglD DTNB | miR-122 sensor | GSIS activator
O=C(CC1C(=O)NCCN1C(=O)Nc1ccc(F)cc1F)Nc1cc(Cl)ccc1Cl (stereo unspecified) | -2.0 | 4 | 0 | nt | -12 | -9 | -3 | -11
CCOC(=O)N1CCN(CC(=O)Nc2ccc(C)c(Br)c2)CC1 | nt | -3 | -1 | -21 | nt | -1 | -6 | nt
CC(C)(C)c1nnc(SCC(=O)Nc2ccc(N3CCCCC3)cc2)n1N | 1.3 | -6 | -2 | -5 | 14 | -4 | 0 | 31
C[C@H](CO)N1C[C@H](C)[C@@H](CN(C)Cc2ccc(C(=O)O)cc2)OCCCC[C@H](C)Oc2ccc(NS(=O)(=O)c3ccccc3)cc2C1=O | 1.4 | -9 | 3 | 2 | 20 | 3 | -1[16.7 µM] | 13
Cc1ccc(S(=O)(=O)N(CC(=O)N2CCOCC2)c2ccccc2F)cc1 | -2.2 | 10 | -2 | 26 | 10 | 4 | 5 | 22
O=C(CN1CCOCC1)N[C@H]1CC[C@@H](CCNC(=O)Nc2cc(F)ccc2F)O[C@@H]1CO | 1.2 | 20 | -5 | -6 | -2 | -1 | nt | 4
COc1ccc(O)c(/C=N/NC(=O)CCC(=O)Nc2ccc(F)cc2)c1 | 1.0 | 8 | 6 | 3 | 10 | 5 | -3 | -16

Screening data from PubChem.
